Compound activity: PubChem, several laboratories
MC4R barr agon: agonists of human melanocortin 4 receptor (MC4R) beta-arrestin. AID 540308. activation, % at 8.9 µM. 360,000 tested, 0.98% active. U2OS MC4R beta-arrestin complementation, luminescence; percent of melanotan II response, DMSO zero;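 active = activation above a per-plate cutoff, the mean activation of sample wells on that plate plus 3 SD, cut at about 8% in these data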
Exocytosis inh: blocks lytic granule exocytosis | inhibition, % at 10 µM | 360,000 tested, 0.66% active | AID 651702 | TALL-104 LAMP-1 surface exposure, flow cytometry; cells stimulated with thapsigargin and PMA;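 active = inhibition above about 55%, limit read from the data; inconclusive = no clear call, values can overlap the other calls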
ABHD5-PLIN5 inh: blocks binding of human ABHD5 to perilipin-5; Q00G26+Q8WTS1; Split G. princeps luciferase complementation, luminescence, 4 h; inhibition, % at 4 µM; 360,000 tested, 0.78% active; AID 602281;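 active = inhibition above the mean inhibition across every tested compound plus 3 SD, cut at about 22% in these data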;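 note: 0% = DMSO only wells and the 100% control is not disclosed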
TLR9-MyD88 inh: blocks human TLR9 binding to MyD88. Q9NR96+Q99836. CHO BLA complementation TLR9-MyD88, CCF4 FRET ratio. inhibition, % at 4.98 µM. 340,000 tested, 0.21% active. AID 504734;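 active = inhibition above the mean over all tested compounds plus 3 SD, cut at about 21% in these data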;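 note: 0% = DMSO only wells and 100% = clavulanate BLA inhibitor control wells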
Target sequence (Q99836 whole entry, looked up): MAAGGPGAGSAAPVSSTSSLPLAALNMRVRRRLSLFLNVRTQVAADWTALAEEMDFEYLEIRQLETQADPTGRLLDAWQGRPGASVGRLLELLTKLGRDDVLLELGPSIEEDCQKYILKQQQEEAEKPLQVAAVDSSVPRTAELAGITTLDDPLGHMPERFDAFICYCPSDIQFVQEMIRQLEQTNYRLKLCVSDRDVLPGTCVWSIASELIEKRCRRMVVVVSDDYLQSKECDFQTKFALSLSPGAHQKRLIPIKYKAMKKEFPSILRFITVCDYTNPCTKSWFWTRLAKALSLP
Target sequence (Q9NR96 whole entry, looked up): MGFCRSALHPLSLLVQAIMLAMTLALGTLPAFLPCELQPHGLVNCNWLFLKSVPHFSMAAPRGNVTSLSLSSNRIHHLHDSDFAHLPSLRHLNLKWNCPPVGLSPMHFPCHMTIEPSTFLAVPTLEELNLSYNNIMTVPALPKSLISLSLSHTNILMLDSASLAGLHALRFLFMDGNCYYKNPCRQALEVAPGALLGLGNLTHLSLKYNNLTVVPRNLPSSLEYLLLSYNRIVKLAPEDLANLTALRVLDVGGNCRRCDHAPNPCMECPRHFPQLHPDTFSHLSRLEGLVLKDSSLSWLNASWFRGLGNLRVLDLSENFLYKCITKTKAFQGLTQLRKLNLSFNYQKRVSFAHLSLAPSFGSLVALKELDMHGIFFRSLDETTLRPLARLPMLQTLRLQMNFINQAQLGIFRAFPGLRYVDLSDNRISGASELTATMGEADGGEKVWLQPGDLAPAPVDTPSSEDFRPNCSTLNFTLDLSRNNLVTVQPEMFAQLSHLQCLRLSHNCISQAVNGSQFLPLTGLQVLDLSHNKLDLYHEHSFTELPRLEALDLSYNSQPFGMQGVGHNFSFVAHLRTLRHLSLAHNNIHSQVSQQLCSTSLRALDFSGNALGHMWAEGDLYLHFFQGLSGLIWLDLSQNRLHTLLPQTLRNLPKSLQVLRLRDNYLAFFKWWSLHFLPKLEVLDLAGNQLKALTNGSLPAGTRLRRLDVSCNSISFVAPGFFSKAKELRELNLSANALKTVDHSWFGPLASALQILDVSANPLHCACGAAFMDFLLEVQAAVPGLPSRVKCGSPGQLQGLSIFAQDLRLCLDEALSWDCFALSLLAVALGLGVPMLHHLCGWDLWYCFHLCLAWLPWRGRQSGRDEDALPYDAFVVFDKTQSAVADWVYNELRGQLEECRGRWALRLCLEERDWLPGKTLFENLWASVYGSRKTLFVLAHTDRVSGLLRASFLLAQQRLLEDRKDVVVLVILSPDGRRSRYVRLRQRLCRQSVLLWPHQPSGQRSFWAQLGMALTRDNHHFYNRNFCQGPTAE
NOD2-RIPK2 inh: blocks binding of human NOD2 to RIPK2 | O43353 | CHO BLA complementation NOD2-RIPK2, CCF4 ratio | inhibition, % at 4.98 µM | 360,000 tested, 0.38% active | AID 624267; in the data active = inhibition above about 21%;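 note: 0% = vehicle only and 100% = reference blocker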
MC4R antagonist: human MC4R antagonism in cAMP assay; 360,000 tested, 0.48% active; MC4R-expressing cells, MTII-stimulated cAMP, LANCE TR-FRET; P32245; inhibition, % at 6.5 µM; AID 540295;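 active = inhibition above its plate's cutoff, the mean of tested wells on that plate plus 3 SD, cut at about 29% in these data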;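 note: 0% = Melanotan II alone and 100% = Melanotan II plus saturating MCL0020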
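Assay system: U2OS cells stably expressing human melanocortin 4 receptor (MC4R) / Dosing: 6.5 µM / Timing: compound 30 min, challenge 1 h, detection 1 h / Measured by: Eu-cAMP/anti-cAMP TR-FRET, emission 671 nm / Replicates: singlicate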
ABCB6 inh MLPCN: human ABCB6 transporter inhibition | Q9NP58 | K562-ABCB6 porphyrin accumulation, flow cytometry, 1 h; hits give low values | fluorescence ratio to DMSO, % at 10 µM | 360,000 tested, 0.19% active | AID 602162;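 active = fluorescence ratio to DMSO below 75%, the collection mean minus 3 SD; inconclusive = too few cells collected in the well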;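 note: signal is porphyrin accumulated inside mitochondria; 100% equals median channel fluorescence of DMSO control wells; lower ratio means ABCB6 inhibition with less porphyrin fluorescence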
Vif imaging: HIV Vif inhibition; AID 602346; HEK293T cells, Vif self-association by quenched fluorescence, imaging, 24 h; 340,000 tested, 0.35% active; inhibition, % at 7.49 µM; in the data active = inhibition above about 50%, passing the limit was not always enough; inconclusive = no clear call, values can overlap the other calls; inactive = below about 31%; note: some results filed as inactive read as strong as hits
N-glyco inh: blocks N-linked glycosylation in D54 reporter cells; D54 ERlucT glycosylation luciferase reporter, 24 h; percent of 100 nM tunicamycin response; reporter increase, % at 12.5 µM; 360,000 tested, 0.23% active; AID 588692;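 active = mean luciferase reporter signal, scaled so untreated is 0 and the glycosylation-blocking control 100, at or above a set limit in every replicate; inconclusive = mean reaches the limit but not every replicate does; inactive = mean below the limit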;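 note: luciferase carries N-glycosylation sites so blocking glycosylation raises the light; 0% = median of neutral control wells and 100% = median of 100 nM tunicamycin wells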
aDG glyco act: increases alpha dystroglycan glycosylation. Pro5-aDG cells, alpha-DG glycosylation AlphaScreen (IIH6); 0% Pro5, 100% B10-LARGE cell signal. activation, % at 10 µM. 360,000 tested, 0.22% active. AID 624168;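 active = activation of at least 8% versus controls, or a plate z-score of at least 8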;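 note: Pro5 are CHO cells carrying HIG-tagged alpha-DG that lacks glycosylation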
An asterisk follows results filed as active; ? = inconclusive; . = not tested or not shown. This is a subset, so the mix of outcomes need not match the whole.

#	compound	N-glyco inh	NOD2-RIPK2 inh	ABHD5-PLIN5 inh	TLR9-MyD88 inh	aDG glyco act
1	CC(=O)Nc1cc(-c2ccc(C(=O)NC3CC3)cc2)cn2c(-c3cccc(C(C)=O)c3)cnc12	-4	-7	2	.	-0.1
2	OC(COCc1ccccc1)CN1CCCCC1 (configuration not stated)	2	-4	2	12	0.2
3	Clc1cc(Cl)c(OCCCCn2cncn2)c(Cl)c1	0	-5	8	8	-0.1
4	COc1cccc(CNC(=O)c2nnn(CC(=O)Nc3cc(C)ccc3C)c2N)c1	0	1	6	-2	-0.1
5	C/C(=N\NC(=O)c1cccc(S(=O)(=O)N2CCOCC2)c1)c1ccc(C)cc1	0	-6	3	10	0.1
6	N#Cc1cnn(-c2cc(Cl)ccc2Cl)c1N	-1	-7	3	-4	-0.1
7	Cn1nnnc1SCc1ccccc1[N+](=O)[O-]	-1	3	-5	-5	0.1
8	O=C(Nc1nccs1)c1ccc(N2C(=O)[C@@H]3[C@H](C2=O)[C@H]2C=C[C@@H]3C2)cc1	0	-6	8	-4	0.0
9	O=C(CCCCCN1C(=O)c2cccc3cccc(c23)C1=O)NCc1ccco1	1	14	-4	.	0.3
10	O=C(CS(=O)(=O)c1c[nH]c2ccccc12)N1CCc2ccccc21	1	-1	-6	8	-0.1

#	Exocytosis inh	MC4R antagonist	MC4R barr agon	ABCB6 inh MLPCN	Vif imaging
1	-2	12	16*	93	1
2	1	-2	-0.9	100	-7
3	-11	0	-0.9	97	-3
4	-4	-5	3.5	90	10
5	5	-2	-0.6	97	12
6	2	5	0.8	93	-8
7	4	3	-0.2	99	6
8	5	-10	1.2	100	?
9	1	2	19*	84	12
10	0	17	0.7	95	9

(next part)
#	compound	N-glyco inh	NOD2-RIPK2 inh	ABHD5-PLIN5 inh	TLR9-MyD88 inh	aDG glyco act
11	CCn1cc(S(=O)(=O)CC(=O)Nc2cc(C)on2)c2ccccc21	8	9	-4	12	0.2
12	O=C1CCN(Cc2ccccc2)C=C1c1cccc(O)c1	-1	-13	-4	-4	0.0
13	CCN(CC)CCNC(=O)c1ccc(NC(=O)CC(NC(=O)c2ccccc2Cl)c2ccccc2)cc1 (configuration not stated)	-1	-5	-2	-9	-0.1
14	COCCN(C(=O)CCC(=O)Nc1cccnc1)C(C(=O)NC1CCCCC1)c1ccccc1 (configuration not stated)	2	-1	2	-1	-0.1
15	O=C(Cc1ccc(Cl)c(Cl)c1)Nc1cccc2ncccc12	-3	-1	-5	-2	0.0
16	CS(=O)(=O)N1CCN(c2ccc(NC(=O)c3ccc(Br)o3)cc2)CC1	-1	-7	-7	-4	-0.2
17	CC(C)C[C@@H](CNCC(=O)[C@H](CC(=O)O)NC(=O)c1[nH]cnc1C(=O)N[C@H](CN)CC(C)C)NC(=O)c1nc[nH]c1C(=O)N[C@@H](Cc1ccccc1)C(=O)O	0	2	-4	-15	-0.1
18	COc1ccc(NC(=O)N2CCC(O)(c3cccnc3)CC2)c(OC)c1	1	-3	-1	-9	0.4
19	COc1ccc(C(=O)N/C(=C\c2cn(C)c3ccccc23)C(=O)N2CCN(C)CC2)cc1	3	-4	-6	-7	0.3
20	COCC(=O)N1CCC(Oc2ccc(C(=O)N3CCN(C)C[C@@H]3C(C)C)cc2)CC1	1	-2	8	4	-0.1

#	Exocytosis inh	MC4R antagonist	MC4R barr agon	ABCB6 inh MLPCN	Vif imaging
11	-1	0	-1.4	98	8
12	1	0	-0.3	103	-3
13	-2	5	-1.4	100	-1
14	-1	5	-0.8	94	3
15	3	13	-0.3	102	1
16	1	-4	-1.5	90	.
17	-1	5	0.1	101	7
18	0	-3	-1.4	92	.
19	0	10	0.0	98	16
20	-3	3	-1.9	102	?

The listing continues:
#	compound	N-glyco inh	NOD2-RIPK2 inh	ABHD5-PLIN5 inh	TLR9-MyD88 inh	aDG glyco act
21	O=C(Nc1nnc(-c2ccc(Cl)cc2)o1)Nc1ccccc1Cl	1	-4	-1	-2	-0.2
22	O=C(NC1CCCCC1)c1cc(-c2ccccn2)nc2ccccc12	-1	-3	3	-14	-0.3
23	Cc1onc(-c2c(Cl)cccc2Cl)c1C(=O)N=C(N)N1CCCC1	1	-10	-3	1	0.0
24	S=c1[nH]nc(-c2cc(-c3ccccc3)n[nH]2)n1/N=C/c1ccc(Br)s1	6	-1	-8	6	-0.2
25	COc1ccc(C2=NOC(Cn3nc(C(=O)O)cc3-c3ccccc3)C2)cc1 (configuration not stated)	2	-1	-2	-11	-0.1
26	COC(=O)c1cc(-c2c(C)nn(-c3ccccc3)c2C)n[nH]1	1	1	7	-8	0.2
27	COc1ccc(C(=O)NNC(=O)c2cc3cccc(OC)c3oc2=O)cc1	0	-7	3	-1	0.2
28	O=C(NCC1CCCO1)c1ccccc1S(=O)(=O)c1ccc([N+](=O)[O-])cc1 (configuration not stated)	4	-2	-1	-13	0.0
29	OCC1(CCOc2ccccc2)CCN(Cc2cccn2-c2ncccn2)CC1	0	-5	5	-2	-0.2
30	Cc1cccc(CCNC(=O)C2CCN(S(=O)(=O)c3cccc4nsnc34)CC2)c1	-2	-5	-7	5	-0.1

#	Exocytosis inh	MC4R antagonist	MC4R barr agon	ABCB6 inh MLPCN	Vif imaging
21	-3	3	-0.4	97	-6
22	0	-2	-2.4	112	6
23	-5	-3	-1.4	102	.
24	8	6	33*	107	2
25	8	6	-0.6	99	-1
26	0	1	-0.7	101	1
27	-2	-8	-0.6	99	11
28	0	9	-2.1	145	-11
29	0	3	-1.6	100	19
30	-1	20	1.5	99	-1

The list goes on.
#	compound	N-glyco inh	NOD2-RIPK2 inh	ABHD5-PLIN5 inh	TLR9-MyD88 inh	aDG glyco act
31	CC(=O)Oc1ccccc1N(C(C)=O)S(=O)(=O)c1cccc([N+](=O)[O-])c1	-4	6	1	0	0.1
32	CCN(CC)C(=O)CSc1nnc(-c2ccccc2)n1N	1	-8	-5	-7	-0.1
33	CCC1Cc2[nH][nH]c(=O)c2C(CC)O1 (configuration not stated)	.	-5	-8	.	-0.3
34	CC(=O)Nc1cccc(/C(C)=N/NC(=O)c2cc(-c3ccncc3)nc3ccccc23)c1	4	7	-3	6	-0.1
35	COc1ccc2c(c1)[C@H]1[C@H](CO2)[C@H](c2ccccc2)[C@]2(C)C(=O)Nc3ccc(Cl)cc3C(=O)N12	40*	-6	-1	-6	0.3
36	CN1CCC(N2CCN(C3CN(Cc4cn(Cc5cccc(C(F)(F)F)c5)nn4)S(=O)(=O)C3)CC2)CC1 (configuration not stated)	.	-6	7	.	0.0
37	CSc1ccc(CN2CCCCCC2)cc1	1	-1	-1	-10	-0.1
38	COc1cc(OC)c(NC(=S)NCc2ccc(F)cc2)cc1Cl	0	10	1	1	-0.2
39	c1ccc2c(NCCc3c[nH]c4ccccc34)c3ccccc3nc2c1	-14	-10	11	7	-0.3
40	CC1=CC(=NOC(=O)c2cccc([N+](=O)[O-])c2)C=C(C)C1=O	-1	1	-4	0	-0.4

#	Exocytosis inh	MC4R antagonist	MC4R barr agon	ABCB6 inh MLPCN	Vif imaging
31	2	1	-1.5	103	-2
32	1	5	-2.2	100	-3
33	-3	.	.	103	.
34	3	-2	0.3	97	3
35	-8	4	-0.1	99	-4
36	5	.	.	102	.
37	-10	-5	-0.2	95	-3
38	1	-2	-2.0	92	-8
39	72*	-4	-0.6	89	-21
40	6	-1	-0.2	99	-5

Arranged by length of the SMILES (descending): some entries from above
#	compound	N-glyco inh	NOD2-RIPK2 inh	ABHD5-PLIN5 inh	TLR9-MyD88 inh	aDG glyco act
35	COc1ccc2c(c1)[C@H]1[C@H](CO2)[C@H](c2ccccc2)[C@]2(C)C(=O)Nc3ccc(Cl)cc3C(=O)N12	40*	-6	-1	-6	0.3
39	c1ccc2c(NCCc3c[nH]c4ccccc34)c3ccccc3nc2c1	-14	-10	11	7	-0.3
33	CCC1Cc2[nH][nH]c(=O)c2C(CC)O1 (configuration not stated)	.	-5	-8	.	-0.3
37	CSc1ccc(CN2CCCCCC2)cc1	1	-1	-1	-10	-0.1

#	Exocytosis inh	MC4R antagonist	MC4R barr agon	ABCB6 inh MLPCN	Vif imaging
35	-8	4	-0.1	99	-4
39	72*	-4	-0.6	89	-21
33	-3	.	.	103	.
37	-10	-5	-0.2	95	-3

The results go on.
#	compound	N-glyco inh	NOD2-RIPK2 inh	ABHD5-PLIN5 inh	TLR9-MyD88 inh	aDG glyco act
41	O=c1cc(N2CCCCC2)c(-c2ccccc2)nn1Cc1ccc(Cl)cc1Cl	-5	-10	-2	2	-0.3
42	c1ccc(-n2ncc3cccnc32)cc1	1	-5	-5	3	0.0
43	Oc1ccc(/C=N/NC(=S)Nc2cccnc2)cc1	-4	-9	-4	-1	-0.1
44	Nc1ccccc1C(=O)NCc1ccccc1	0	-8	3	1	-0.1
45	O=C(c1oc2ccccc2c1CSCc1ccccc1)N1CCN(c2ncccn2)CC1	-2	5	-3	-12	0.3
46	O=C(COc1ccccc1)Nc1ccc(C(=O)N2CCCC2)cc1	0	8	-1	3	0.1
47	COc1cccc(/C=C2/SC(=S)N(CC(=O)NC3C=CS(=O)(=O)C3)C2=O)c1 (configuration not stated)	-3	3	2	-4	0.0
48	COc1ccc(/C=C2\COc3ccccc3C2=O)cc1OC	36*	6	33*	-16	0.7
49	CCOC(=O)CSc1nc2ccccc2c(=O)n1CC	0	-1	4	-1	-0.2
50	CCCc1nc2c3ccccc3ccn2c1Cc1ccccc1	-3	-6	3	.	-0.1
51	CCSc1ccc(C(=O)Nc2cccc(C)n2)cc1[N+](=O)[O-]	-2	-12	5	-11	0.0
52	OC(c1ccc(F)c(F)c1)c1ncc(-c2cccc(F)c2)[nH]1 (configuration not stated)	0	-10	-1	.	0.4

#	Exocytosis inh	MC4R antagonist	MC4R barr agon	ABCB6 inh MLPCN	Vif imaging
41	4	-2	-1.4	85	0
42	-3	-2	1.5	99	-7
43	-2	3	0.3	131	-7
44	-8	7	-2.5	91	-3
45	-1	-2	-1.1	101	-8
46	-2	1	2.2	93	5
47	1	15	-4.0	96	-7
48	11	15	1.5	101	-3
49	-1	-4	-1.0	95	-7
50	2	.	.	103	.
51	-2	4	36*	102	-1
52	-5	0	-0.3	96	.

Three entries from above, with values under each structure:
Fields: N-glyco inh, NOD2-RIPK2 inh, ABHD5-PLIN5 inh, TLR9-MyD88 inh, aDG glyco act, Exocytosis inh, MC4R antagonist, MC4R barr agon, ABCB6 inh MLPCN, Vif imaging
(50) CCCc1nc2c3ccccc3ccn2c1Cc1ccccc1
    -3, -6, 3, ., -0.1, 2, ., ., 103, .
(43) Oc1ccc(/C=N/NC(=S)Nc2cccnc2)cc1
    -4, -9, -4, -1, -0.1, -2, 3, 0.3, 131, -7
(51) CCSc1ccc(C(=O)Nc2cccc(C)n2)cc1[N+](=O)[O-]
    -2, -12, 5, -11, 0.0, -2, 4, 36*, 102, -1
